CHRM1 agonist – agonists of human M1 muscarinic receptor | activation, % at 3 µM | 360,000 compounds, 0.33% hits | P11229 | CHO-K1 hM1, Fluo-8 calcium fluorescence, agonist mode; 0% DMSO, 100% acetylcholine EC100;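 active = activation above the run's mean compound activation plus 3 SD, cut at about 16% in these data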;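 also: peak over basal fluorescence ratio within a 140 s kinetic read after compound addition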
Target sequence (P11229 whole entry, looked up): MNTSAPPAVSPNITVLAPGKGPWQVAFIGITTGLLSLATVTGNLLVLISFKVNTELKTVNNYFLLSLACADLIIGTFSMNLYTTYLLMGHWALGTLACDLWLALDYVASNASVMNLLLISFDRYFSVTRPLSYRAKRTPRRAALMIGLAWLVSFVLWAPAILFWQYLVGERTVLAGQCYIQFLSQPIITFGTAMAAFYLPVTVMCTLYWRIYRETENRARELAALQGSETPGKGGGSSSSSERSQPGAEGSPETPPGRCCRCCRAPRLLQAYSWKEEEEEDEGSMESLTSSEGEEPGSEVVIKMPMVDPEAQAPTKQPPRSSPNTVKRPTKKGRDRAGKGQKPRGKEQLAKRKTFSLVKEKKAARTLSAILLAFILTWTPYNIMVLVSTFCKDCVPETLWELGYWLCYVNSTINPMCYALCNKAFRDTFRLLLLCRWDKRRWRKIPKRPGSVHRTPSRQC
M1 ag parental – nonselective activator or artifact in parental CHO-K1 cells | Fluo-8 calcium fluorescence; scaled to maximal ATP response, vehicle zero | activation, % at 3 µM | 360,000 compounds, 0.48% hits; in the data active = activation above about 15%;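 also: untransfected CHO-K1 host cells lacking M1 receptor as counterscreen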
CHO parental Ca – signal in parental CHO cells, OX1R antagonist counter-screen. inhibition, % at 5.6 µM. 330,000 compounds, 0.63% hits. parental CHO-K1, ATP-induced calcium, Fluo-8 fluorescence;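 active = inhibition above that plate's mean sample inhibition plus 3 SD, cut at about 26% in these data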;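 also: 0% = ATP-challenged DMSO wells and 100% = DMSO wells without ATP; some compounds past the cut are filed as inactive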
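Assay system: parental CHO cells; Read-out basis: percent inhibition of ATP-evoked calcium rise, normalized to controls; Benchmarks: ATP and no-ATP DMSO wells; Compound dosing: single nominal dose of 5.6 µM per compound; Signal: Fluo-8 calcium dye fluorescence; Also added: ATP as calcium-mobilizing challenge; Repeats: singlicate.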
TAAR1 antag – human TAAR1 antagonism; CHO RD-HGA16 TAAR1, Fluo-8 calcium fluorescence, antagonist; 360,000 compounds, 1.5% hits; Q96RJ0; AID 624466; inhibition, % at 3 µM;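 active = inhibition above a per-plate cutoff, the mean inhibition of test compounds on that plate plus 3 SD, cut at about 49% in these data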;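 also: 0% = DMSO plus EC80 beta-PEA response and 100% = DMSO alone without agonist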
Target sequence (Q96RJ0 whole entry, looked up): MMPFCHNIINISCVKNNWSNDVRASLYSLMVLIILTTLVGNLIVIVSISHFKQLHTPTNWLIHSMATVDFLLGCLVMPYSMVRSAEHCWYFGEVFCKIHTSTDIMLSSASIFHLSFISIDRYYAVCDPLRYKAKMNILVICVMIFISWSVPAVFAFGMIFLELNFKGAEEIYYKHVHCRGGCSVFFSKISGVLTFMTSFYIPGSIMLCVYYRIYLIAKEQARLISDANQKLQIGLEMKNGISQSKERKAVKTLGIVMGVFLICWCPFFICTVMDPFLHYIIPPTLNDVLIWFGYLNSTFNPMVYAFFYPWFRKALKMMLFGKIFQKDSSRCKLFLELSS
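Assay system: CHO-derived RD-HGA16 cells stably expressing human TAAR1 plus Gα16. Timing: 140 s kinetic read after compound, 140 s after agonist. Technique: kinetic Fluo-8 calcium fluorescence measurement. Measure: % inhibition of agonist calcium response.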
M1 antag – antagonists of human M1 muscarinic receptor; P11229; inhibition, % at 3 µM; 360,000 compounds, 1.3% hits; CHO-K1 hM1, Fluo-8 calcium fluorescence, ACh EC80 antagonist;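 active = percent inhibition above its own plate's cutoff, namely the mean of that plate's compound wells plus 3 SD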;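 also: peak over basal fluorescence ratio during 140 s after agonist addition; 0% = ACh EC80 plus DMSO and 100% = DMSO alone without agonist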
CHO-K1 Ca PAM – counter-screen for M1 PAMs: effect in parental CHO-K1 cells. ATP EC20, Fluo-8 calcium fluorescence; 0% at ATP EC20, 100% at ATP max. activation, % at 3 µM. 360,000 compounds, 0.02% hits. AID 602247;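 active = activation above the run cutoff, the mean activation of all test compounds plus 3 SD, cut at about 40% in these data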;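 also: peak over basal fluorescence ratio in a 140 s read after ATP addition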
TAAR1 agonist – human TAAR1 agonism; Q96RJ0; CHO RD-HGA16 TAAR1, Fluo-8 calcium fluorescence; vehicle wells 0%, saturating PEA agonist 100%; activation, % at 3 µM; 360,000 compounds, 0.99% hits;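 active = activation above the mean activation of all test compounds in the run plus 3 SD, cut at about 38% in these data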
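System: CHO RD-HGA16 cells carrying human TAAR1 plus Gα16; Incubation: 17-24 h seeding, 75 min 37 °C dye, 30 min RT; Measured by: Fluo-8 fluorescence, 5 s baseline then 140 s kinetic read; Control set: DMSO and PEA EC100; Replication: single well for each compound.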
CHO-K1 Ca antag – M1 antagonist counterscreen hit in parental CHO-K1 cells; ATP-induced calcium, Fluo-8 fluorescence; 360,000 compounds, 0.6% hits; AID 602250; inhibition, % at 3 µM;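 active = inhibition above a per-plate cutoff, the plate's mean sample inhibition plus 3 SD, cut at about 24% in these data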;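 also: 0% = DMSO plus EC80 ATP and 100% = DMSO alone without ATP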
OXTR potentiate – potentiates the human oxytocin receptor response | P30559 | CHO-OTR cells, Fluo-8 calcium fluorescence, potentiator mode; 0% = oxytocin EC15, 100% = EC100 | activation, % at 3 µM | 320,000 compounds, 0.061% hits | AID 2445;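 active = activation above that plate's cutoff, the mean activation of tested compounds plus 3 SD, cut at about 6.6% in these data, passing the limit was not always enough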;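 also: 100% uses oxytocin at 75 nM as the full agonist control; some results filed as inactive read as strong as hits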
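Material: CHO-OTR cells, human receptor; compound dosing: single dose, 3.0 µM nominal final compound concentration; schedule: 6 min compound pre-incubation at room temperature, 100 s kinetic read; measured by: kinetic Fluo-8 calcium fluorescence; read-out basis: % activation vs EC15 and EC100 oxytocin; controls: EC15 oxytocin alone as 0%, 75 nM oxytocin as 100%; replicates: singlicate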
* hit, by the source's call; x = no result given. This is a random part of the collection (roughly 4.2% active in at least one column).

item	smiles	CHRM1 agonist	M1 ag parental	CHO parental Ca	TAAR1 antag	M1 antag
1	O=C(Nc1nc(-c2ccccc2)cs1)C1CCCN(S(=O)(=O)c2ccccc2)C1 (stereo not drawn)	-7.0	5.2	0.3	46.2	24.3
2	O=Cc1ccc(C(=O)OCC(=O)NCc2ccco2)cc1	-0.8	-0.1	-2.1	-5.8	-7.3
3	COc1ccccc1OCCc1nnc(N)s1	-2.4	-0.3	8.8	17.3	-6.6
4	Clc1ccc(Cc2noc(CN3CCN(c4ccccc4)CC3)n2)c(Cl)c1	-5.4	0.2	-17.1	2.0	-1.6
5	CCCc1cc(C(=O)NCc2cccs2)no1	-4.0	-0.3	-5.6	-13.7	-4.3
6	COc1cccc(/C=C2/SC(=S)N(CC(=O)NNC(=O)c3ccccc3OC)C2=O)c1	-1.3	0.2	-6.3	-21.9	-6.7
7	Cc1c(N=Cc2ccc(O)c(Br)c2)cccc1[N+](=O)[O-]	7.8	0.2	-8.9	-3.6	-14.8
8	Clc1ccc(-c2noc(CCCOc3ccccc3)n2)cc1	-4.9	0.0	1.6	x	-1.0
9	CCOC(=O)C1(Cc2cccc(OC)c2)CCN(Cc2cnc(N)nc2)CC1	-6.2	5.6	-9.3	13.8	6.3
10	COc1cccc(C(=O)N(Cc2cc3cc(C)ccc3[nH]c2=O)CC2CCCO2)c1 (stereo not drawn)	-2.6	0.4	-20.5	-8.5	-1.6

item	CHO-K1 Ca PAM	TAAR1 agonist	CHO-K1 Ca antag	OXTR potentiate
1	2.7	4.5	10.3	-7.3
2	-1.2	1.3	-9.7	-3.9
3	3.2	-0.2	-11.3	0.4
4	10.9	7.1	-14.9	-8.8
5	1.4	-1.6	2.2	-2.0
6	-13.4	0.6	-16.0	2.6
7	-1.1	0.4	-1.1	-2.0
8	-8.3	x	1.6	2.1
9	19.4	3.6	-11.6	-1.5
10	11.0	7.9	-2.3	-6.0

Continuation:
item	smiles	CHRM1 agonist	M1 ag parental	CHO parental Ca	TAAR1 antag	M1 antag
11	Cn1ncc(Br)c1C(=O)N1CCCCCC1	-0.9	0.9	3.9	-20.6	-11.4
12	Cc1onc(-c2ccccc2)c1C(=O)OCC(=O)N1CCCCC1	-9.0	0.1	x	6.3	-3.5
13	CN(C)/C=N/C(=S)Nc1ccc(Br)cc1F	1.5	0.7	3.7	-16.0	3.2
14	O=C(O)c1cncc(SCc2ccccc2)n1	-0.2	0.3	-1.1	-8.4	-2.6
15	O=C(Cn1cc(COc2ccccc2[N+](=O)[O-])nn1)c1ccc(O)cc1	-0.2	0.7	x	1.9	-5.6
16	O=C(O)c1ccc(CSc2nnc(Cc3ccccc3)o2)cc1	-0.9	0.4	0.5	6.7	-7.7
17	N/C(Cn1cncn1)=N\NC(=O)C(=O)Nc1ccccc1	-5.8	0.6	-10.7	8.8	-7.7
18	OCCC1CN(Cc2cccn2-c2ccccn2)CCN1C1CCCCC1 (stereo not drawn)	-5.6	0.4	-13.8	3.1	-7.6
19	O=C(O)CCSSCCC(=O)O	-1.0	-0.2	-6.9	-13.6	-14.9
20	CC1(C)Cc2ccccc2C(/C(=N/O)C(N)=O)=N1	-4.2	0.3	7.4	-44.3	-12.3

item	CHO-K1 Ca PAM	TAAR1 agonist	CHO-K1 Ca antag	OXTR potentiate
11	13.9	1.2	-0.4	-0.6
12	18.3	-1.3	-11.7	x
13	8.3	12.9	14.2	0.1
14	1.2	1.2	-3.2	0.4
15	-3.8	1.5	-2.4	x
16	13.7	-0.1	-13.7	-5.5
17	12.4	12.1	-6.8	-12.8
18	27.5	-0.8	-9.5	7.4
19	4.3	0.4	-13.6	-0.3
20	16.9	0.3	-3.2	-2.0

Other results follow.
item	smiles	CHRM1 agonist	M1 ag parental	CHO parental Ca	TAAR1 antag	M1 antag
21	O=C(NCCC1CCCCN1S(=O)(=O)c1ccc(F)cc1)C(=O)NC1CCCC1 (stereo not drawn)	-5.1	0.3	-15.2	-0.8	2.8
22	Cc1sc(NC(=O)CN(Cc2ccccc2)C(=O)C2CC2)c(C(N)=O)c1C	-1.1	1.2	-20.3	0.1	14.3
23	Cc1cc(C(=O)COC(=O)Cc2n[nH]c(=O)c3ccccc23)c(C)n1-c1ccc2c(c1)OCO2	-7.8	6.0	-4.7	3.2	16.1
24	CCOC(=O)C1CCN(c2ncnc3c2oc2ccc(Br)cc23)CC1	-1.1	7.0	-20.4	11.0	-5.2
25	CCCNC(=O)c1ccccc1NC(=O)c1ccc2c(c1)NC(=O)C(C)S2 (stereo not drawn)	-0.1	6.2	-26.9	59.0*	18.2
26	CCCN1CCN(C(=O)Cn2c(=O)oc3cc(S(=O)(=O)NCc4ccccc4)ccc32)CC1	-7.8	1.4	-9.6	-7.7	-6.3
27	CCN(C(=O)CSc1nc2cc(C(=O)O)ccc2c(=O)n1Cc1ccccc1)c1ccccc1	-1.5	1.0	-23.4	-2.7	-16.6
28	COC(=O)C1CCN(C(=O)COC(=O)C2CCN(S(=O)(=O)c3c(Cl)cccc3Cl)CC2)CC1	-3.8	2.3	-4.7	-13.9	5.5
29	Cn1c(CC(=O)Nc2ccccc2)nnc1SCC(=O)Nc1ccc(N2CCOCC2)cc1	-4.2	0.8	-9.1	-10.0	-7.1
30	CCOc1ccc(C2c3[nH]c4ccccc4c3CCN2Cc2cccn2-c2ncccn2)cc1 (stereo not drawn)	-7.9	0.9	-22.8	2.4	1.2

item	CHO-K1 Ca PAM	TAAR1 agonist	CHO-K1 Ca antag	OXTR potentiate
21	16.3	-2.0	-3.0	-3.9
22	8.7	2.4	-15.1	-15.3
23	-2.5	-0.8	1.5	-6.4
24	8.6	2.5	-3.8	-6.7
25	-5.2	8.6	13.2	-8.2
26	20.7	1.8	-1.6	-2.8
27	3.6	-1.6	-1.3	-3.4
28	-8.2	4.7	-7.3	-9.2
29	10.6	1.8	-12.8	-9.2
30	15.6	0.5	-13.4	-5.5

7 structures from above, arranged by length of the SMILES, smallest number first:
item	smiles	CHRM1 agonist	M1 ag parental	CHO parental Ca	TAAR1 antag	M1 antag
24	CCOC(=O)C1CCN(c2ncnc3c2oc2ccc(Br)cc23)CC1	-1.1	7.0	-20.4	11.0	-5.2
25	CCCNC(=O)c1ccccc1NC(=O)c1ccc2c(c1)NC(=O)C(C)S2 (stereo not drawn)	-0.1	6.2	-26.9	59.0*	18.2
22	Cc1sc(NC(=O)CN(Cc2ccccc2)C(=O)C2CC2)c(C(N)=O)c1C	-1.1	1.2	-20.3	0.1	14.3
29	Cn1c(CC(=O)Nc2ccccc2)nnc1SCC(=O)Nc1ccc(N2CCOCC2)cc1	-4.2	0.8	-9.1	-10.0	-7.1
27	CCN(C(=O)CSc1nc2cc(C(=O)O)ccc2c(=O)n1Cc1ccccc1)c1ccccc1	-1.5	1.0	-23.4	-2.7	-16.6
26	CCCN1CCN(C(=O)Cn2c(=O)oc3cc(S(=O)(=O)NCc4ccccc4)ccc32)CC1	-7.8	1.4	-9.6	-7.7	-6.3
23	Cc1cc(C(=O)COC(=O)Cc2n[nH]c(=O)c3ccccc23)c(C)n1-c1ccc2c(c1)OCO2	-7.8	6.0	-4.7	3.2	16.1

item	CHO-K1 Ca PAM	TAAR1 agonist	CHO-K1 Ca antag	OXTR potentiate
24	8.6	2.5	-3.8	-6.7
25	-5.2	8.6	13.2	-8.2
22	8.7	2.4	-15.1	-15.3
29	10.6	1.8	-12.8	-9.2
27	3.6	-1.6	-1.3	-3.4
26	20.7	1.8	-1.6	-2.8
23	-2.5	-0.8	1.5	-6.4

(continued)
item	smiles	CHRM1 agonist	M1 ag parental	CHO parental Ca	TAAR1 antag	M1 antag
31	CCOC(=O)c1c(C)oc2c(F)c(F)c(F)c(F)c2c1=O	-4.1	-0.3	8.8	-1.0	-8.9
32	CC(=O)Nc1cccc(S(C)(=O)=O)c1	-1.7	0.7	0.6	7.1	-2.8
33	Cc1ncc([N+](=O)[O-])n1CC(=O)NC1CCCCCC1	-7.5	0.4	-2.2	7.8	-4.2
34	COc1cccc(NS(=O)(=O)c2ccc3c(c2)n(C)c(=O)c(=O)n3C)c1	-2.7	0.2	-6.8	-12.9	-3.6
35	CCOc1ccc(N(CC(=O)Nc2ccc(OC)cc2)C2=NC3CS(=O)(=O)CC3S2)cc1 (stereo not drawn)	-4.9	0.1	-9.2	-7.9	7.3
36	CCCc1cc(=O)[nH]c(SCC(=O)c2cc(C)n(C3CC3)c2C)n1	-4.8	0.6	-19.3	-7.7	-6.0
37	C=CCN1C(=O)S/C(=C/c2ccsc2)C1=O	-5.7	0.1	3.4	-8.2	1.6
38	Cc1ccc(N(CC(=O)N2CCCC2)S(C)(=O)=O)c(C)c1	-3.0	1.3	-15.5	-9.0	-2.7
39	CCOC(=O)NC(=O)COC(=O)CNC(=O)c1ccc(OCC)c(OCC)c1	-1.6	0.1	-13.3	-34.3	2.2
40	COc1ccccc1CNC(=O)C1CCC(CNc2c(N3CCC(C)CC3)c(=O)c2=O)CC1 (stereo not drawn)	-1.1	0.8	-2.0	-29.1	4.7
41	O=C(CN1C(=O)C(=O)N(Cc2ccco2)C1=O)Nc1ccccc1	0.0	1.1	-10.4	-14.2	-19.1
42	Cc1ccc(S(=O)(=O)N2CC[C@H]3[C@@H](C2)C(=O)C[C@@H](c2ccccc2)N3S(=O)(=O)c2ccc(C)cc2)cc1	-3.0	0.1	x	-10.1	-3.0
43	CC(C)c1ccc(N(CC(=O)NCc2ccc(F)cc2)C(=O)c2csnn2)cc1	-3.8	0.8	-25.6	5.5	-3.2

item	CHO-K1 Ca PAM	TAAR1 agonist	CHO-K1 Ca antag	OXTR potentiate
31	2.8	9.2	-6.0	-3.6
32	16.5	2.5	-9.8	-1.5
33	-5.7	6.8	-9.5	-2.4
34	20.8	2.6	-5.5	-3.0
35	-2.7	2.0	5.3	-7.3
36	14.4	7.3	-20.5	-5.1
37	3.7	1.6	6.8	1.1
38	13.8	4.3	-5.7	-3.2
39	-2.4	0.5	-10.6	-8.2
40	15.1	-0.5	-12.5	-16.9
41	19.4	4.2	-13.5	-4.9
42	10.6	3.8	9.3	x
43	-3.2	9.8	-6.0	-7.3

High-throughput results deposited in PubChem BioAssay by The Scripps Research Institute Molecular Screening Center.
